# Screening data deposited in PubChem by National Center for Advancing Translational Sciences (NCATS).
# Tb PYK inh: blocks Trypanosoma brucei pyruvate kinase; Q57TT1; TbPYK enzyme, Kinase-Glo Plus ATP luminescence, 45 min; Potency, µM (top dose mostly 76.8 µM), for the others: at the top dose activity, negative = inhibition, usual class: inhibitors; 0.12% of 410,000 active; active = well fitted inhibition curve with a large enough effect; inconclusive = small, poorly fitted or top-dose-only effect; note: nearly all actives have a fitted effect of over 50% in size
#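 T. brucei PYK with substrate was exposed to pin-transferred compounds across a concentration series, then started with 130 uM ADP (final). After 45 min at room temperature, Kinase-Glo Plus luminescence was read, normalized and curve-fitted.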
# An asterisk follows results filed as active; ? = inconclusive; [ ] = another dose, or the depositor's remark. % is set by controls: 0 for no effect and ±100 for the full control effect; potency is the fitted concentration of half-maximal effect. Some of the compounds tested; rates above refer to the full screens.
# Preview (6 entries):
SMILES,Tb PYK inh
CN1CCN(S(=O)(=O)c2cccc(C(=O)N(Cc3ccccc3)c3ccccc3)c2)CC1,0.9%
CCc1ccccc1N(CC)C(=O)c1cc2c(s1)-c1ccccc1OC2,0.9%
COc1cccc(-c2cc3nc(NCc4ccc(C)cc4C)n(C)c(=O)c3s2)c1,0.1%
CC1(C)ON=C(c2ccc(C(F)(F)F)cc2)NC1=O,-5.5%
CC(=O)c1ccc(OCc2cn(CC(=O)c3ccc(O)cc3)nn2)cc1,-2.0%
O=C(Cn1c(-c2cccs2)cc2ccccc21)N1CCN(c2ccc(F)cc2)CC1,-7.7%

# The whole of this part, previewed entries included:
SMILES,Tb PYK inh
CN1CCN(S(=O)(=O)c2cccc(C(=O)N(Cc3ccccc3)c3ccccc3)c2)CC1,0.9%
CCc1ccccc1N(CC)C(=O)c1cc2c(s1)-c1ccccc1OC2,0.9%
COc1cccc(-c2cc3nc(NCc4ccc(C)cc4C)n(C)c(=O)c3s2)c1,0.1%
CC1(C)ON=C(c2ccc(C(F)(F)F)cc2)NC1=O,-5.5%
CC(=O)c1ccc(OCc2cn(CC(=O)c3ccc(O)cc3)nn2)cc1,-2.0%
O=C(Cn1c(-c2cccs2)cc2ccccc21)N1CCN(c2ccc(F)cc2)CC1,-7.7%
COc1cc(Cl)c(C)cc1NC(=O)CSc1nc2c(c(=O)[nH]1)CCCC2,-7.3%
C[C@@H](C(=O)O)c1ccc(C2CCCCC2)c2ccccc12,2.4%
CC(=O)NC(c1ccc(F)c(F)c1)c1nc(-c2cccc(F)c2)cs1 (stereo not drawn),-3.7%
COc1ccc(OC)c(NC(=O)Cn2nc3c(cc2=O)CCCC3)c1,6.3%
CCCNC(=O)C1(C)CCCN(C(=O)CN2C(=O)c3ccccc3C2=O)C1 (stereo not drawn),-7.7%
COc1ccc(-c2nc(Cn3c(SCc4ccccc4F)nc4ccncc43)c(C)o2)cc1OC,-2.2%
Cc1ccccc1OC(=O)CSc1nnc(-c2cccs2)o1,4.2%
COc1nc(Nc2ccccc2)nc(OC)n1,-6.1%
COc1ccc(CNC(=O)c2sc(=O)n(Cc3ccc(C)cc3)c2C)cc1OC,2.6%
OC[C@H]1O[C@@H](Oc2ccc(O)cc2)[C@H](O)[C@@H](O)[C@@H]1O,0.0%
COc1ccc(Nc2ccc3cc(S(=O)(=O)N4CCCC4)ccc3n2)cc1Cl,-5.9%
COc1ccc(Cl)c(-c2cc(C(=O)Nc3ccc(C)c(NS(C)(=O)=O)c3)[nH]n2)c1,5.5%
CCOc1ccc(NC(=O)c2cc(CN3CCCC3)on2)cc1,0.7%
O=C(Cn1c(=O)oc2cc(S(=O)(=O)N3CCCC3)ccc21)Nc1ccc(F)cc1F,0.0%
O=C1CN(C(=O)c2cccc(Br)c2)C(c2ccccc2)c2cc(Cl)ccc2N1 (stereo not drawn),-2.3%
FC(F)(F)Oc1ccc2c(c1)NC(c1ccncc1)=NC(c1cccs1)=N2,3.4%
C=CCC[C@H](CCCCC)OC(=O)/C=C/[C@H](O)[C@@H](O)C[C@H](O)CC=C,2.1%
CCOCCCNC(=O)C1CCN(c2nc3ccc(C)cc3[nH]2)CC1,-6.5%[15.4 µM]
CCc1ccccc1NC(=O)CSc1nncn2c1cc1oc(C)cc12,-3.3%
Cc1cc(OCC(=O)NCCc2nc3ccccc3[nH]2)cc(C)c1Cl,-6.0%
COc1ccc(CNC(=O)Cn2c(=O)oc3cc(S(=O)(=O)N4CCCCCC4)ccc32)cc1,-0.2%[15.4 µM]
COc1ncccc1C(=O)N1CCCC(C(=O)Nc2cccc(-c3ccc(F)cc3)c2)C1 (stereo not drawn),-4.6%
O=C(Cc1cccc(NC(=O)C2CCCN(C(=O)CCc3ccccc3)C2)c1)Nc1ccc(C(=O)N2CCCCC2)cc1 (stereo not drawn),0.2%
CCOc1ccc(CC(=O)NCCc2csc3nc(-c4ccccc4F)nn23)cc1,5.0%
COc1ccc(CNc2ncnc3c2c(-c2ccccc2)cn3-c2ccccc2)cc1,1.5%
Cc1c(Br)cccc1NC(=O)C1(C)CCN1CCc1ccccc1 (stereo not drawn),-1.5%
CCOC(=O)c1ccc(NC2(c3ccccc3)C(=O)c3ccccc3C2=O)cc1,-4.5%
Cc1ccc2c(=O)cc(C(=O)Nc3sc4c(c3C(N)=O)CCCC4)oc2c1,1.7%
CC(=O)N(C)c1ccc(N2CCOCC2)c2c1C(=O)c1ccccc1C2=O,-1.3%
CCCNC(=O)c1c(NC(=O)c2ccccc2)sc2c1CCC(C(C)(C)C)C2 (stereo not drawn),2.2%
COc1ccc(C(O)c2nc(-c3cccs3)cs2)cc1 (stereo not drawn),-1.9%
COc1ccc(Cl)cc1CNC[C@H]1O[C@@H](n2ccc(N)nc2=O)[C@H](O)[C@@H]1O,-2.1%
COc1ccc(-c2noc(C(C)NC(=O)c3ccco3)n2)cc1 (stereo not drawn),3.0%
COc1cc(NC(C)=O)c2ncccc2c1Br,-0.4%
CC(=O)Nc1cccc(-c2cc(NC=O)c3ncc(-c4cccc(C(C)=O)c4)n3c2)c1,3.8%
O=S(=O)(c1ccc(Br)cc1)N1CCn2cccc2C1c1ccc(Br)cc1 (stereo not drawn),-0.8%
CC1(C(=O)NCc2cccnc2)Cc2c(-c3cccc(C(F)(F)F)c3)ccnc2O1 (stereo not drawn),-1.9%
Cn1cnc(S(=O)(=O)N2CCC(C(=O)NCc3ccc(F)cc3)CC2)c1,-5.1%
COc1ccc(C2(CNC(=O)C(=O)Nc3ccc(C)c(Cl)c3)CCCC2)cc1OC,1.5%
CC1(CNC(=O)C(=O)NCC2(C)CO2)CO1 (stereo not drawn),-0.3%
N#Cc1ccc(C(=O)Nc2cc3nn(-c4ccccc4)nc3cc2Cl)c(F)c1,-3.2%
O=C(COc1cccc(Cl)c1)N1CCN(CCc2ccncc2)CC1,0.7%
Cc1noc(C)c1C(=O)N1CCC[C@@]2(CCN(Cc3ccccc3)C2)C1,-6.2%
COc1ccccc1-n1nnnc1SCC(=O)NCC1(N2CCCCC2)CCCCC1,-7.3%
COc1ccc(OC)c(NC(=O)C(C)OC(=O)c2cc3ccccc3[nH]2)c1 (stereo not drawn),-6.9%
CCc1ccc(CNC(=O)C(C)n2ccc3cc(S(=O)(=O)N4CCCCCC4)ccc32)cc1 (stereo not drawn),3.5%
OCCN1CCN(c2cnc(-c3ccsc3)cn2)CC1,-22.5%
COc1ccc(-c2cc(C(=O)Nc3sc4c(c3C(N)=O)CCCC4)no2)cc1,-8.5%
CC1C(=O)N(Cc2cn(CCC3OCCO3)nn2)CCS(=O)(=O)N1Cc1ccc(-c2ccc(F)cc2)cc1 (stereo not drawn),-3.6%
OCC[C@@H]1C[C@H](O)[C@@H](O)[C@]2(OCc3cc(C(F)(F)F)ccc32)O1,0.8%
CCc1cccc(NC(=O)Cn2nc(C)c3sc4ccccc4c3c2=O)c1,-5.2%
CCOC(=O)C[C@H]1c2cc(C(F)(F)F)ccc2S(=O)(=O)N1C(C)C,-0.1%
COc1cccc(CNC(=O)COc2cc(=O)n(C)c3ccccc23)c1,1.1%
COC(=O)c1cc(C)nc2c1c(=O)nc(SCc1c(C)cc(C)cc1C)n2C1CC1,5.8%

# Continuation:
SMILES,Tb PYK inh
Cc1noc(C)c1-c1ccc(C(=O)NCc2cccnc2)c2occc12,-4.3%
Cc1ccccc1CC1(C)C(=O)Nc2ccc(S(=O)(=O)NC3CCCCC3)cc21 (stereo not drawn),4.9%
O=C(NCc1ccncc1)c1ccc(OCc2ccccc2)cc1,0.3%
O=C(Nc1ccccn1)C(c1ccccc1)c1ccccc1,6.6%
Cc1cc(C)nc(NS(=O)(=O)c2ccc(NS(=O)(=O)c3ccc(F)c(F)c3)cc2)n1,-4.8%
COC1OC2COC(c3ccccc3)OC2C(NC(C)=O)C1OC(C)=O (stereo not drawn),-9.4%
Clc1cc(Cl)cc(Nc2ccccc2CN(C/C=C/c2ccc3c(c2)OCO3)Cc2ccccc2)c1,0.4%
COc1ccc(OC)c(NC(=O)c2cc(-c3ccc(F)cc3OC(C)C)n[nH]2)c1,0.6%
CCCCN1CC(N2CCN(C(=O)c3ccco3)CC2)CS1(=O)=O (stereo not drawn),2.3%
CCn1c2ccccc2c2cc(NC(=O)COc3cc(C)ccc3C)ccc21,2.2%
O=C(CCNS(=O)(=O)c1ccc(OC(F)(F)F)cc1)Nc1cccc(S(=O)(=O)N2CCCC2)c1,2.8%
CC1CCc2c(sc(NC(=O)Cn3nnc(-c4ccc(C(F)(F)F)cc4)n3)c2C#N)C1 (stereo not drawn),-1.1%
Cc1cc(Br)cn2c(Cc3cccc(F)c3)c(C3CCCCC3)nc12,5.1%
O=C(c1cc(C(F)(F)F)cc(C(F)(F)F)c1)N1CCC2(CCCN(c3ccncc3)C2)CC1,-4.3%
CC(=O)Oc1ccc(Cl)cc1CN(C(C)=O)C1CCCCC1,10.6%
Cc1ccc(-n2nc3c(=O)n(CC(=O)NCc4ccco4)nc(C)c3c2C)cc1,-2.8%
O=C(C1CC1)N1CCN(c2ccc([N+](=O)[O-])cc2)CC1,-0.3%
CC1(Cc2ccc3c(c2)OCO3)C(=O)Nc2c(Cl)ccc(Cl)c21 (stereo not drawn),4.6%
CCOc1ccc(S(=O)(=O)NCCC(=O)NNC(=O)c2ccc(F)cc2)cc1,-4.6%
O=[N+]([O-])c1cc(Br)ccc1C[n+]1ccccc1,-9.4%

# At a glance, some entries already given.
SMILES,Tb PYK inh
Cc1noc(C)c1-c1ccc(C(=O)NCc2cccnc2)c2occc12,-4.3%
Cc1ccccc1CC1(C)C(=O)Nc2ccc(S(=O)(=O)NC3CCCCC3)cc21 (stereo not drawn),4.9%
O=C(NCc1ccncc1)c1ccc(OCc2ccccc2)cc1,0.3%

# Next section:
SMILES,Tb PYK inh
CCOc1ccc(NC(=O)Cn2c(=O)n(Cc3ccco3)c(=O)c3ccc(C(=O)NC4CCCC4)cc32)cc1,0.8%
O=C(Nc1cccc(NC(=O)c2cc([N+](=O)[O-])ccc2Cl)n1)c1cc([N+](=O)[O-])ccc1Cl,-1.4%
Cc1c(Cl)cccc1NC(c1ccc(F)cc1)c1nnc(-c2ccccc2)o1 (stereo not drawn),1.7%
CN(C)c1nc(N)c(C#N)c(C#N)c1C#N,-3.6%
COc1cc(C(CC(=O)Nc2cc(C)ccc2C)N2Cc3ccccc3C2=O)cc(OC)c1OC (stereo not drawn),-0.5%
O=C1OCCC1C(=O)c1ccccc1 (stereo not drawn),1.6%
CCOC(=O)C1(C)CCN1C(=O)c1cc(-c2ccc(Cl)cc2)oc1C (stereo not drawn),-9.1%
Cn1cc(S(=O)(=O)c2ccc(Cl)cc2)c(=O)c2cc(F)c(N3CCOCC3)cc21,4.6%
COC(=O)c1ccc2nc(-c3ccc(C#N)cc3)c(Cc3cccc(Cl)c3)n2c1,-3.8%
CCc1nn(Cc2cc(C)ccc2C)c(=O)c2cc3cc(C)ccc3n12,-1.5%
O=C1NC[C@@H](CCCCN2CCN(CC3CCCCC3)C(=O)C2=O)N(CCC2CCCCC2)C1=O,-3.7%
CCc1nc2c(OCc3cccc(Cl)c3)cccn2c1N(C)C(=O)c1ccco1,-9.8%
O=C(NCc1ccccc1)c1cc(C2CCCN(C(=O)C3CC3)C2)on1 (stereo not drawn),-5.1%
Cc1oc(-c2ccccc2Cl)nc1CN1C(=O)CN=C(c2ccccc2)c2cc(Cl)ccc21,-14.3%
CCOC(=O)N1CCc2c(sc3c2c(=O)n(Cc2ccccc2)c(=O)n3CC(=O)Nc2ccc(C)c(C)c2)C1,-4.8%
Cc1cccc(Cc2c(C)nc3nc(SCc4cccc(F)c4)nn3c2C)c1,2.5%
N#CCCn1c(=O)c(-c2cccs2)nc2cnc(N3CCNCC3)nc21,-11.5%
CNC1(c2ccc(F)cc2)CCCCC1,-0.7%
COc1ccc(C(=O)Nc2ccc3nc(SCC(=O)N(C)c4ccccc4)sc3c2)cc1,2.0%
Clc1ccc(OCc2nc3ccccc3n2Cc2ccccc2)c(Cl)c1,0.7%
CCn1c(-c2cc(Br)ccc2O)n[nH]c1=S,?
Cc1ccc(S(=O)(=O)NC(=O)N2CCCC2)cc1,8.6%
COc1cccc(NC(=O)c2sc3nc(C)c(C(=O)Nc4ccc(C)cc4C)c(-c4ccccc4Cl)c3c2N)c1,1.6%
Cc1nn(-c2ccc(F)cc2)c(-n2cccc2)c1C(=O)N1CCN(c2ccc(F)cc2)CC1,-2.1%
O=c1[nH]c(=O)n(C2CCCCC2)c(O)c1C1=Nc2ccccc2SC(c2ccc(Cl)cc2)C1 (stereo not drawn),-21.1%
Cc1ccc(C)n1-c1c(C(=O)NCCCN2CCN(c3ccc(F)cc3)CC2)sc2ncccc12,1.1%
CCc1cc2c(cc3c(=O)n(CC(=O)NC4CCC(C)CC4)ncn32)s1 (stereo not drawn),5.5%
c1ccc2c(c1)Sc1cnccc1N2CC1CO1 (stereo not drawn),-15.4%
O=C(Cn1c(=O)oc2cc(S(=O)(=O)N3CCCCC3)ccc21)NCc1ccc(Cl)cc1,0.7%
Cc1ccc(CCNC(=O)CCCn2c(=O)c3ccccc3n(Cc3ccccc3C)c2=O)cc1,2.5%
Cc1cccc(NS(=O)(=O)c2ccc3[nH]c4c(c3c2)CCCCCC4)c1,5.3%
Cc1ccccc1-c1cnc(C(O)c2ccc(-c3ccccc3)cc2)[nH]1 (stereo not drawn),4.3%
CC(C)C[C@@H](COCc1ccc(Cl)cc1)N1CCN(C(=O)c2ccc(Cl)cc2Cl)CCC1=O,4.3%
CCN(c1ccccc1)S(=O)(=O)c1ccc(Cl)c(NC(=O)CN(C)Cc2cccc(F)c2)c1,-0.7%
C[C@H]1CN([C@@H](C)CO)C(=O)CCCn2nncc2CO[C@H]1CN(C)S(=O)(=O)c1ccc(-n2cccn2)cc1,3.6%
Cc1ccc2c(=O)cc(C(=O)Nc3ccc(S(=O)(=O)Nc4onc(C)c4C)cc3)oc2c1C,-1.9%
CNc1c2cccc(C)c2nc2c(C(=O)NCCN(C)C)cccc12,4.8%
